# FBPA Giardia inh = inhibitors of Giardia lamblia fructose-1,6-bisphosphate aldolase | purified Giardia FBPA | Potency, µM (top dose mostly 59.6 µM), inactives show at the top dose activity, negative = inhibition, actives largely listed as inhibitors | hit rate 0.71% among 290,000; note: potency is the fitted concentration of half-maximal effect; % is set by controls: 0 for no effect and ±100 for the full control effect; nearly all actives have a fitted effect of over 55% in size
# Target sequence (A8B2U2 whole entry, looked up): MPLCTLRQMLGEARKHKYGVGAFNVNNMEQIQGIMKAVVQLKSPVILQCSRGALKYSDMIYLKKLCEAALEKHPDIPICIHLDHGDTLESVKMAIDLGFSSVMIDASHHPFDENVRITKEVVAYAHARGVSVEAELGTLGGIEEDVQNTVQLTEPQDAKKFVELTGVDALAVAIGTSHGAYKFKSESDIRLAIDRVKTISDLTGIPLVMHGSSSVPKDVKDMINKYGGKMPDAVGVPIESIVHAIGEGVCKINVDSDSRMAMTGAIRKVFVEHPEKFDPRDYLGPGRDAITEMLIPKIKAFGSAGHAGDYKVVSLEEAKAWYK
#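 40 nM FBPA preincubated 10 min at RT with compound (up to 57.5 uM final), then substrate plus GAPDH/TPI/NAD/arsenate coupling and diaphorase/resazurin added. Fluorescence read after 20 min at RT, 525/598 nm.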
# Shiga inhibitor = Shiga toxin inhibition; Vero cells, Shiga toxin protein synthesis inhibition reporter; inhibition, % at 38.7 µM; hit rate 9.2% among 290,000; AID 2315; in the data active = inhibition mostly above about 28%, no sharp cut-off; inactive = mostly below about 43%; note: 0% is about no effect
# Pf growth 48h = P. falciparum growth inhibition at 48 hours (one generation) | P. falciparum luciferase growth in erythrocytes, 48 h | Potency, µM (highest dose often 28.7 µM), without a hit: at the highest dose activity change, negative = inhibition, usual class: inhibitors | hit rate 5.9% among 310,000; note: potency is the fitted concentration of half-maximal effect; % is set by controls: 0 for no effect and ±100 for the full control effect
#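 First compound was added to culture medium, then infected red cells at 0.1% parasitemia and 2% hematocrit (final). After incubation at 37 C under 5% CO2, luciferase detection reagent was dispensed and light output recorded.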
# CHX counter = counter-screen for Shiga toxin inhibitors: cycloheximide protein synthesis inhibition. max response, %. AID 2314. hit rate 12% among 300,000. cell reporter, cycloheximide protein synthesis inhibition counterscreen; in the data active = max response mostly above about 13%, no sharp cut-off; inactive = mostly below about 14%; note: read at 38.3 µM for the half of the compounds with a filed dose; 0% is about no effect
# Pf growth 96h = inhibits malaria parasite growth, 96 h; P. falciparum luciferase reporter growth, 96 h; hit rate 6.9% among 320,000; Potency, µM (highest dose often 28.7 µM), inactives show top-dose activity change, negative = inhibition, hits mostly inhibitors; note: potency is the fitted concentration of half-maximal effect; % is set by controls: 0 for no effect and ±100 for the full control effect
#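 Infected RBCs, 2% Hct / 0.05% parasitemia final; luciferase-reporter P. falciparum; cpd 96 h, 37 C, 5% CO2; luciferase detection reagent; luminescence.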
# HCV inh = HCV inhibition; Huh7.5.1 HCVcc-Cre infection, luciferase reporter, 44 h; Potency, µM (doses to about 41.8 µM), inactives show at the highest dose activity change, negative = inhibition, hits mostly inhibitors; hit rate 3.4% among 340,000; AID 651820; note: potency is the fitted concentration of half-maximal effect; % is set by controls: 0 for no effect and ±100 for the full control effect
#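 A cell-based infection assay in which seeded cells (1,000 per well) receive test compound after 4 h, are inoculated with HCVcc-Cre at approximately 0.5 moi, and are incubated 44 h before luminescence detection.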
# Numbers without * were called inactive; ? = inconclusive; · = not tested or not shown; [ ] = another dose, or the depositor's remark. Unless noted, calls come from the whole dose curve; as a rule, active = well fitted curve in the direction sought with a large enough effect; inconclusive = small, poorly fitted or top-dose-only effect, or another doubt; inactive = no such curve, though single readings can be large; an effect the other way counts as inactive or inconclusive.
# Results follow in this order: FBPA Giardia inh	Shiga inhibitor	Pf growth 48h	CHX counter	Pf growth 96h	HCV inh
1) O=S(=O)(Cc1cc(NCc2ccccc2)nc(-c2ccncc2)n1)c1ccccc1
→ 5.6%	-13.4	?	-8.7	?	?
2) CCc1nnc(NC(=O)CCC(=O)N2CCN(Cc3cc(Cl)ccc3OC)CC2)s1
→ 1.7%	-7.2	-25.9%	-4.1	10.0%	7.6%
3) COc1ccc(S(=O)(=O)N(C)CC(=O)N2CCCCC2)cc1Cl
→ -4.8%	-9.8	7.8%	-2.4	?	-1.4%
4) O=C1CSC(c2ccc([N+](=O)[O-])cc2)N1C1CCCCC1 (stereo not drawn)
→ 1.2%	-8.5	-7.6%	-5.5	0.465µM*	8.2%
5) Cc1n[nH]c(C)c1S(=O)(=O)N1CCCC(C(=O)NC2CCCCC2)C1 (stereo not drawn)
→ -3.8%	-5.7	-1.5%	2.3	?	-4.0%
6) Cc1ccc(C(=O)Nc2nnc(S(=O)(=O)N3CCCCCC3)s2)cc1
→ -16.2%	-1.9	103.2%[activator]	1.3	5.3%	13.0%
7) COc1ccc(/C=C(/NC(=O)c2ccccc2)C(=O)NCCCn2ccnc2)cc1OC
→ ·	-14.6	-5.5%	-2.7	-26.7%	-2.4%
8) CCCN(Cc1ccccc1)C(=S)Nc1cccc(C(F)(F)F)c1
→ 0.0%	-4.9	-0.6%	1.1	?	?
9) Cc1ccc(-n2nc3c(c2NC(=O)/C=C\c2ccc4c(c2)OCO4)CSC3)cc1
→ -2.9%	-14.2	-21.6%	-3.6	13.1µM*	?
10) Cc1cc(C)cc(OCC(=O)NNC(=O)c2ccccn2)c1
→ ·	·	5.22µM*	·	3.29µM*	?
11) N#Cc1c(N)c(C#N)c(-c2ccc3c(c2)OCO3)c2c1CCCC2
→ 9.8%	11.3	?	-1.1	?	-12.3%
12) Cc1cc(=O)oc2c3c(cc(OCC(=O)NCC(=O)N[C@H](C(=O)O)C(C)C)c12)OC(C)(C)CC3
→ -1.4%	10.3	-4.3%	-2.2	1.0%	-1.2%
13) CCOc1cccc2cc(-c3csc(NC(=O)CCC(=O)NCCCN4CCC(C)CC4)n3)c(=O)oc12
→ -0.5%	83.4*	195.0%[activator]	40.7*	37.2%[activator]	·
14) CC(C(=O)Nc1ccc(O)cc1)c1cccc(C(=O)c2ccccc2)c1 (stereo not drawn)
→ -8.7%	-6.8	3.9%	11.0	11.9%	12.6µM*
15) O=C(Nc1ccccc1)OC[C@H](CN1CCCCC1)OC(=O)Nc1ccccc1
→ -1.3%[21.7 µM]	·	-14.7%[12.8 µM]	·	2.9%[12.8 µM]	·
16) O=C(CN1C(=O)NC2(CCCC2)C1=O)Nc1ccc(Cl)cc1F
→ 5.7%	23.8	2.3%	-3.8	23.3%	-6.2%
17) O=C(NCc1ccco1)c1ccc2c(c1)C(=O)N(C1CCCCC1)C2=O
→ 5.2%	7.3	-42.3%	12.0	26.4%	-21.8%
18) COc1ccc(OC)c(CC(NC(C)=O)C(=O)NC2CCN(c3nc(OC)nc(OC)n3)CC2)c1 (stereo not drawn)
→ 2.5%	-6.7	-17.0%	0.6	14.4%	2.7%
19) COc1ccc2[nH]c(=O)c(CN(CCO)S(=O)(=O)c3ccc4c(c3)OCCO4)cc2c1
→ -2.0%	-12.2	-4.4%	-1.8	-16.5%	-8.1%
20) O=C(Cc1ccccc1)N1CCc2ccccc21
→ 21.2%	40.3*	·	27.4*	44.6%[activator]	10.5%

# For reference, some entries already given.
# Results follow in this order: FBPA Giardia inh	Shiga inhibitor	Pf growth 48h	CHX counter	Pf growth 96h	HCV inh
1) O=S(=O)(Cc1cc(NCc2ccccc2)nc(-c2ccncc2)n1)c1ccccc1
→ 5.6%	-13.4	?	-8.7	?	?
2) CCc1nnc(NC(=O)CCC(=O)N2CCN(Cc3cc(Cl)ccc3OC)CC2)s1
→ 1.7%	-7.2	-25.9%	-4.1	10.0%	7.6%
3) COc1ccc(S(=O)(=O)N(C)CC(=O)N2CCCCC2)cc1Cl
→ -4.8%	-9.8	7.8%	-2.4	?	-1.4%
4) O=C1CSC(c2ccc([N+](=O)[O-])cc2)N1C1CCCCC1 (stereo not drawn)
→ 1.2%	-8.5	-7.6%	-5.5	0.465µM*	8.2%
5) Cc1n[nH]c(C)c1S(=O)(=O)N1CCCC(C(=O)NC2CCCCC2)C1 (stereo not drawn)
→ -3.8%	-5.7	-1.5%	2.3	?	-4.0%

# The list goes on:
# Results follow in this order: FBPA Giardia inh	Shiga inhibitor	Pf growth 48h	CHX counter	Pf growth 96h	HCV inh
21) O=C(CCNS(=O)(=O)c1ccccc1)OCC(=O)c1ccc(F)cc1
→ ·	·	2.6%	·	2.2%	7.1%
22) Cc1cn([C@H](C(=O)NCCCCCCCCCCC(=O)N2CCN(C(=O)OC(C)(C)C)CC2)[C@@H](C)O)nn1
→ ·	·	10.4µM*	·	9.28µM*	?
23) Cc1sc2ncnc(NCC(O)c3ccccc3)c2c1C (stereo not drawn)
→ ·	81.9*	-16.7%	22.5*	4.0%	11.2µM*
24) CC(=O)CC(C)(C)S(=O)(=O)c1ccc(NC(C)=O)cc1
→ -3.4%	2.9	-4.0%	-3.3	-17.4%	10.4%
25) COc1ccc(NC(=O)CSc2nc3cccnc3n2C)cc1
→ 0.1%	-6.0	?	-0.7	29.2%	-2.2%
26) Cc1cccc(N2C(=O)N3[C@H](c4ccc(F)cc4)[C@@H]4C(=O)N(C5CCCCC5)C(=O)[C@@H]4[C@]3(Cc3ccccc3)C2=O)c1
→ -14.0%	-3.0	?	1.3	13.1µM*	-6.0%
27) O=C(NCCN1CCOCC1)c1ccc2c(c1)N(Cc1ccccc1)CCS2
→ -1.0%	-14.7	·	-2.7	6.5%	-15.7%
28) Cc1cc(NC(=O)c2ccc(S(=O)(=O)N3CCc4ccccc43)cc2)no1
→ 1.3%	-13.3	?	18.9	?	25.2%
29) COc1ccc(-c2nn(-c3ccccc3)cc2/C=C(\CC(=O)O)c2nc3ccccc3s2)cc1OC
→ 9.0%	23.0	?	16.7	?	?
30) CC1C(=O)C(C)C(c2ccc(Br)cc2)NC1c1ccc(Br)cc1 (stereo not drawn)
→ 6.7%	-5.0	?	-9.4	3.7µM*	-14.1%
31) CCC(C)(C)NC(=O)C(c1ccccn1)N(C(=O)c1csnn1)C1CCCCC1 (stereo not drawn)
→ -1.0%	-2.1	-12.7%	-1.2	21.6%	?
32) CN(C)CCNC(=O)Nc1ccc(Cl)c(Cl)c1
→ 4.7%	-11.7	-7.1%	-2.8	?	-16.6%
33) CCOc1cccc(-c2c(C(=O)N/N=C/c3ccc(Br)cc3)nnn2-c2nonc2N)c1
→ ·	-2.5	?	-4.4	2.62µM*	?
34) Fc1cccc(NC(=S)Nc2ccc(Br)cc2)c1
→ -4.3%	27.5	59.1%[activator]	19.3*	?	11.3%
35) NC(=O)c1ccc(OCC(F)(F)C(F)(F)C(F)(F)C(F)(F)C(F)(F)C(F)F)cc1
→ 2.0%	-17.4	7.0%	-3.0	11.7µM*	0.3%
36) CCC1=NN2C(=N)/C(=C\c3cccn3-c3ccc(Br)cc3)C(=O)N=C2S1
→ 8.0%	4.0	8.1%	-4.5	?	-12.7%
37) CC1(C)SC(=S)N(/N=C/c2cccnc2)C1N(O)C(=O)NC1CCCCC1 (stereo not drawn)
→ -9.0%	-14.4	?	-2.5	?	7.94µM*
38) COc1ccc(/C=C2/CCc3ccccc3C2=O)cc1CN1CCOCC1
→ -5.1%	92.3*	31.1%[activator]	51.3*	-18.2%	?
39) c1ccc2c(c1)OCC(c1csc3ncnc(N4CCCC4)c13)O2 (stereo not drawn)
→ 10.9%	-14.1	·	-1.9	9.28µM*	?
40) O=C(CN1CCN(c2ccc(O)cc2)CC1)Nc1cc(S(=O)(=O)N2CCOCC2)ccc1Cl
→ ?	-8.7	?	1.3	?	-16.2%

# Arranged by SMILES length (low to high): part of the list above.
# Results follow in this order: FBPA Giardia inh	Shiga inhibitor	Pf growth 48h	CHX counter	Pf growth 96h	HCV inh
5) Cc1n[nH]c(C)c1S(=O)(=O)N1CCCC(C(=O)NC2CCCCC2)C1 (stereo not drawn)
→ -3.8%	-5.7	-1.5%	2.3	?	-4.0%
37) CC1(C)SC(=S)N(/N=C/c2cccnc2)C1N(O)C(=O)NC1CCCCC1 (stereo not drawn)
→ -9.0%	-14.4	?	-2.5	?	7.94µM*
40) O=C(CN1CCN(c2ccc(O)cc2)CC1)Nc1cc(S(=O)(=O)N2CCOCC2)ccc1Cl
→ ?	-8.7	?	1.3	?	-16.2%

# (next part)
# Results follow in this order: FBPA Giardia inh	Shiga inhibitor	Pf growth 48h	CHX counter	Pf growth 96h	HCV inh
41) CCOC(=O)c1cc(-c2ccc(/C=C3/C(=O)N(c4ccc(C(=O)O)cc4)N=C3C)o2)ccc1Cl
→ -13.1%	20.6	22.5%	18.2	?	19.9%
42) Cc1cc(/C=C2\SC(=S)NC2=O)c(C)n1-c1ccc(O)cc1
→ 8.3%	51.7*	9.28µM*	38.4*	410.4%[activator]	-10.4%
43) CCN(CC)CCNC(=O)C1(O)c2cc(Br)ccc2NC(=O)N1c1cccc(OC)c1 (stereo not drawn)
→ 9.0%	20.2	-8.8%[0.00184 µM]	-1.9	0.0%	6.4%
44) COc1ccc(-c2nn(CCC(=O)O)cc2CCC(=O)O)cc1
→ 2.3%	-9.2	12.1%	-5.0	19.6%	15.4%
45) COc1ccc(CCNC(=O)CSC(=O)c2ccccc2)cc1OC
→ -5.4%	-3.4	-21.4%	-0.4	?	-1.7%
46) O=C(O)CCC(=O)Nc1ccccc1C(=O)NCc1ccccc1
→ -0.7%	-6.4	9.8%	1.8	5.9%	16.7%
47) COc1cccc(NC(=O)COc2ccc(S(=O)(=O)NC(C)C)cc2)c1
→ 6.1%	-4.3	?	-2.1	?	-4.9%
48) COc1ccc(CCN(C(=O)C(F)(F)F)C(C(=O)NC2CCCC2)c2cccs2)cc1OC (stereo not drawn)
→ -1.1%	-3.9	?	9.5	7.38µM*	-17.8%
49) Cc1cc(NS(=O)(=O)c2ccc(NC(=O)C(C)Oc3ccccc3Cl)cc2)no1 (stereo not drawn)
→ ·	·	1.6%	·	?	20.0%
50) CC(=O)C1=C(O)C(=O)N(CCN2CCOCC2)C1c1ccccc1 (stereo not drawn)
→ -13.8%	5.2	18.2%	-1.3	-1.0%	4.9%
51) NC(=NCCc1ccc(Cl)cc1)NS(=O)(=O)c1ccccc1
→ -3.6%	12.1	6.6%	15.5	28.1%	-2.5%
52) O=C(Nc1ccc2[nH]c3c(c2c1)CCCC3)c1ccco1
→ ?	42.0*	3.7µM*	13.7*	?	12.6µM*
53) Cc1ccc(S(=O)(=O)Nc2nc3ccccc3nc2NCC2CCCO2)c(C)c1 (stereo not drawn)
→ 14.6%	18.4	-10.9%	-1.6	-1.0%	-2.1%
54) COc1cc(/C=N/NC(=O)c2ccc(Cn3cc([N+](=O)[O-])cn3)o2)cc(Br)c1O
→ -1.8%	-4.2	-13.0%	1.2	-1.8%	-5.8%
55) CC(C(=O)NCC1CCCCC1)N1CCN(S(=O)(=O)/C=C/c2ccccc2)CC1 (stereo not drawn)
→ -0.4%	-5.7	-2.5%	-2.9	-21.6%	-19.8%
56) COc1ccc(C)cc1S(=O)(=O)NCCC1=CCCCC1
→ 3.5%	-7.4	-12.9%	-1.6	·	35.5µM*
57) CC1CC1C(=O)OCC(=O)NCc1ccc(Cl)cc1Cl (stereo not drawn)
→ 7.5%	-3.1	·	10.7	7.9%	15.2%
58) Cc1ccc(NC(=O)COC(=O)C2CC2)c(Br)c1
→ 2.2%	61.5*	-0.4%	40.3*	35.5%[activator]	-5.6%
59) Cc1ccc(NC(=O)CO/N=C(\N)c2nonc2N)cc1
→ 6.8%	19.5	0.0%	16.5	22.1%	-2.2%
